Screens as filed in PubChem.
Polio RdRp inh = poliovirus RNA polymerase inhibition. P03300. poliovirus polymerase elongation, fluorescence polarization; active compounds read low. % elongation, % (compound at 16.7 µg/mL). actives 0.66% (n = 150,000). AID 588519; in the data active = % elongation below about 90%; also: some results filed as inactive read as strong as hits
Target sequence (P03300 1749-2209 limits assumed): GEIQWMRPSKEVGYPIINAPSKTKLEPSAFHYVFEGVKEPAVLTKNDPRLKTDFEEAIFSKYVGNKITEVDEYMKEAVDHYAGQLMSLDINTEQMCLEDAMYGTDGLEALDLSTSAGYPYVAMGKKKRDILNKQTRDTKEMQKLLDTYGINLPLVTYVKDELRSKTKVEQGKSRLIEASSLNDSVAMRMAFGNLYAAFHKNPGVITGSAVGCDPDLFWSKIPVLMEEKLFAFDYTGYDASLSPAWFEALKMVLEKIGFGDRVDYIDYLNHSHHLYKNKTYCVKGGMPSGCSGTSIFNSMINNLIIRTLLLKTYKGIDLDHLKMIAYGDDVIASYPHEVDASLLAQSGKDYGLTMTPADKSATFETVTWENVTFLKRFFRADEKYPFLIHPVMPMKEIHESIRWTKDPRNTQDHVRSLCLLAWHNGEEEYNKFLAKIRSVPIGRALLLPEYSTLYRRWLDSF
Polio RdRp inh FP z-score = second read-out of Polio RdRp inh, no call of its own (marks repeat the call); z-score; measured here: FP z-score; hits read low
Starred values were filed as active, the others as inactive. The list is partial; rates above refer to the full screens.

SMILES	Polio RdRp inh	Polio RdRp inh FP z-score
CCCN(CC(=O)Nc1ccc(Cl)cc1Cl)CN1C(=O)NC2(CCCC2)C1=O	100	-0.3
COc1ccc(/C=C/C(=O)OC2CCCCC2)cc1	104	0.1
O=C(Nc1cc(C(F)(F)F)ccc1F)C1CCC1	99	-0.2
CNC(=O)NC(=O)C(C)N1CCc2ccccc2C1 (stereo not given)	103	0.1
O=C(Nc1cc(Cl)ccc1Cl)c1cc(S(=O)(=O)NCCc2ccccc2)ccc1F	113	1.1
O=C1CCCN1Cc1ncnn1-c1ccccc1	102	0.1
CC1(C)NCCC12C(=O)N(Cc1ccccc1)c1ccccc12 (stereo not given)	108	0.5
COc1ccc(NC(=O)CCc2nc3c(C)nn(-c4ccc(C)cc4)c3n(C)c2=O)c(OC)c1	105	0
Cc1nc2cc(C(F)(F)F)ccc2n1C	102	-0.2
COc1ccccc1NC(=O)Nc1n[nH]c(-c2ccccc2)n1	103	0.2
Cc1cc(=O)oc2cc(OCC(=O)N3CCCC3)c(Cl)cc12	103	-0.2
Cc1ccsc1CN1CCN(Cc2ccccc2)CC1	99	0
Cc1ccc(CCNC(=O)c2cccc3c2SCCC3=O)cc1	107	1.8
O=S(=O)(CCN1CCOCC1)c1ccc(OC(F)(F)F)cc1	106	0.4
COc1ccc2c(c1)CC(C(=O)NCCCN1CCN(c3ccc(F)cc3)CC1)CO2 (stereo not given)	111	1.1
C=CCn1c(=N)n(CC(O)COc2ccc(C)cc2)c2ccccc21 (stereo not given)	101	0
CCC1CN(C(=O)N2CCC(C(=O)NCc3ccc(C)o3)CC2)c2ccccc2O1 (stereo not given)	106	-0.2
Brc1ccc(CSc2c[nH]c3ccccc23)cc1	102	0.2
CCn1cc(Br)c(C(=O)N2CCN(c3ccccc3)CC2)n1	96	-0.7
COc1ccc(N2CCN(c3nc4ccc(C)cc4n4nnnc34)CC2)cc1	106	-0.1
O=c1nccc(NCc2ccco2)[nH]1	103	0.3
Cc1nc2ncnn2c(C)c1CCC(=O)N1CCCCC1	104	1.1
O=C(c1cc(S(=O)(=O)N2CCCC2)c[nH]1)N1CCN(c2cccc(Cl)c2)CC1	103	-0.8
COc1cccc(-c2nc(N)nc(SC)c2C#N)c1	104	-0.1
COC(=O)c1c(NC(=O)c2ccoc2C)sc2c1CCC(C)C2 (stereo not given)	99	-0.1
CCOC(=O)c1cnc2c(C)cc(Cl)cc2c1NCc1ccccc1	111	0.9
O=C(O)CCc1nnc2n(CCc3ccccc3)c(=O)c3ccccc3n12	103	0.5
O=C(c1ccc(Br)cc1)N1CCN(c2ccc(N3CCCCC3)nn2)CC1	100	-0.9
Cc1cc(C)[nH]c(=S)n1	104	0.2
COc1ccc(-c2noc(CSc3nc4ccc(C)cc4[nH]3)n2)cc1	103	-0.1
CSc1nnc(-c2ccccc2)n1-c1ccccc1	103	0.2
COc1ccc(NC(=O)CCNS(=O)(=O)c2cccc3nonc23)cc1	101	-1.3
CC1CCCCN1C(=O)c1cc2c(=O)n3ccccc3nc2s1 (stereo not given)	101	0.1
COc1cccc2c1c(NC(=O)c1nccnc1C(=O)O)nn2C	104	0.4
CCCNC(=O)c1nnc(Cc2cccc(F)c2)o1	101	-0.6
CCCCNC(=O)Cn1ncc2c1-c1ccccc1OC2	99	-0.8
O=C1CC(c2ccco2)CC(O)=C1C=NCCN1CCN(C2OC(=O)c3ccccc32)CC1 (stereo not given)	102	0.4
COC(=O)/C(=C(/O)CSc1n[nH]c(=O)[nH]c1=O)c1nc2ccccc2[nH]1	98	-0.2
Cc1cc(C)cc(NS(=O)(=O)c2ccc3[nH]cc(C(=O)NCc4ccccc4Cl)c(=O)c3c2)c1	103	-0.5
CC1(C)CC(=O)C(C=NCC2CCNCC2)=C(O)C1	103	0.2
NNC(=O)c1ccc(COc2cc(Cl)ccc2Cl)o1	104	0.1
O=C(CN1CCOc2ccccc21)NC1CCCCCC1	102	0.2
O=C(COC(=O)C1CCCCC1)Nc1ncc(C(F)(F)F)cc1Cl	103	0.6
O=C(Nc1cccc(-c2nc3ncccc3o2)c1)c1ccc(-c2cccc(Cl)c2Cl)o1	101	-1.3
CCN1CCc2c(sc(-n3cccc3)c2C(CCC(C)C)NC(=O)NCCC(=O)OC)C1 (stereo not given)	115	0.8
CCOc1ccc(N(C)C(=O)c2oc(=O)c3ccccc3c2-c2ccccc2)cc1	106	0.3
CC(=O)N1c2ccccc2NC(=O)C1CC(=O)Nc1ccccc1Cl (stereo not given)	98	-0.6
Cc1cccc(N2CN(Cc3ccco3)CNC2=S)c1	100	-0.2
CN1C(=O)c2ccc(NC3=NS(=O)(=O)c4ccccc43)cc2C1=O	102	-0.2
O=C(CCn1c(=O)c2sccc2n(Cc2cccc(F)c2)c1=O)NCc1ccc2c(c1)OCO2	107	0.4
O=C(CSc1nc2ccccc2nc1Cc1ccc(Cl)cc1)Nc1ccc2c(c1)OCO2	96	-2.2
COc1ccc(CCNC(=O)c2ccc3[nH]c(C)c(C)c3c2)cc1OC	105	0.4
CC1=CC(C)=NC2=NN=C(NC(=O)Nc3ccc(Cl)c(Cl)c3)C12 (stereo not given)	105	0.1
O=c1cc(O)nc(SCc2c(F)cccc2Cl)n1C1CCCC1	101	-0.3
CCNC(=O)CCSc1nnc(-c2ccc(O)cc2)o1	100	-0.3
O=C1CN(c2ccccc2)C(=S)N1/N=C/c1ccc(F)cc1	100	-0.1
O=C(O)c1ccccc1C(=O)c1cc(Cl)ccc1Cl	103	0.2
O=S(=O)(c1ccc(S(=O)(=O)C(F)(F)F)cc1)C(F)(F)F	100	-0.1
CCCCNC(=O)c1cc2cc(CC)ccc2[nH]1	102	0.4
COCc1cc(C)nc2sc(C(=O)OC)c(N)c12	97	-0.5

Among those listed so far, these have a COOH group:
SMILES	Polio RdRp inh	Polio RdRp inh FP z-score
O=C(O)CCc1nnc2n(CCc3ccccc3)c(=O)c3ccccc3n12	103	0.5
COc1cccc2c1c(NC(=O)c1nccnc1C(=O)O)nn2C	104	0.4
O=C(O)c1ccccc1C(=O)c1cc(Cl)ccc1Cl	103	0.2

Carrying on:
SMILES	Polio RdRp inh	Polio RdRp inh FP z-score
Cc1cc(C)c2c(n1)sc1c(SCC(=O)c3ccc(Br)cc3)ncnc12	100	-0.7
CC(C)(C)OC(=O)/N=C(\N)n1cccn1	101	-0.1
CN1CCN(/N=C/c2nc(-c3ccccc3)n3ccccc23)CC1	103	0.3
CCc1ccc(Sc2cc(C(=O)NCc3cccc(OC)c3)c3ccccc3n2)cc1	112	0.4
CNC(=O)c1[nH]nc2c1CCc1ccccc1-2	100	-0.9
Cc1ccc(C)c(NC(=O)N2CCc3cc(S(=O)(=O)N4CCC(C)CC4)ccc32)c1	105	-0.6
Cc1ccc(CNC(=O)Cn2c3ncccc3c(=O)n2-c2ccccc2)cc1	101	-0.3
COc1ccc(S(=O)(=O)N(CCC#N)CCN2CCOCC2)cc1Br	98	0.1
Cc1ccc2ncc(C(=O)N3CCN(c4ccccc4F)CC3)c(=O)n2c1	103	-0.6
COC(CNC(=O)c1ccc2c(c1)N(Cc1ccccc1F)C(=O)c1ccccc1S2=O)OC (stereo not given)	98	-1.4
CCOc1ccc(NC(=O)c2cc(S(=O)(=O)N3CCCCC3)c[nH]2)cc1	106	-0.2
CC(CNC(=O)Cc1ccc(NC(=O)N2CCSc3ncccc32)cc1)c1ccccc1 (stereo not given)	101	-0.8
Cc1c(-c2ccc(Cl)cc2)c(=O)oc2ccc(OC(=O)N3CCOCC3)cc12	108	0.2
CCOC(=O)/C=C(\C)N1CCN(c2ccccc2)CC1	103	0.1
CCOc1ccc(NC(=O)COc2ncnc3ccccc23)cc1	101	-0.2

In the list so far, 7 contain a furan ring, fused or not:
SMILES	Polio RdRp inh	Polio RdRp inh FP z-score
CCC1CN(C(=O)N2CCC(C(=O)NCc3ccc(C)o3)CC2)c2ccccc2O1 (stereo not given)	106	-0.2
O=c1nccc(NCc2ccco2)[nH]1	103	0.3
COC(=O)c1c(NC(=O)c2ccoc2C)sc2c1CCC(C)C2 (stereo not given)	99	-0.1
O=C1CC(c2ccco2)CC(O)=C1C=NCCN1CCN(C2OC(=O)c3ccccc32)CC1 (stereo not given)	102	0.4
NNC(=O)c1ccc(COc2cc(Cl)ccc2Cl)o1	104	0.1
O=C(Nc1cccc(-c2nc3ncccc3o2)c1)c1ccc(-c2cccc(Cl)c2Cl)o1	101	-1.3
Cc1cccc(N2CN(Cc3ccco3)CNC2=S)c1	100	-0.2

Random excerpt: two entries already listed.
SMILES	Polio RdRp inh	Polio RdRp inh FP z-score
COc1cccc(-c2nc(N)nc(SC)c2C#N)c1	104	-0.1
COc1ccccc1NC(=O)Nc1n[nH]c(-c2ccccc2)n1	103	0.2

The listing continues.
SMILES	Polio RdRp inh	Polio RdRp inh FP z-score
C/C(=N/NC(=O)c1ccoc1C)c1ccc(NC(=O)c2ccco2)cc1	100	0.2
CONC(=O)Nc1ccc(C)cc1	104	0.7
Cn1c(=O)oc2cc(S(=O)(=O)NC(Cc3ccccc3)C(=O)Nc3ccc(F)cc3)ccc21 (stereo not given)	110	0.9
CCOC(=O)CC(Sc1ccccc1N)c1cc(OC)c(OC)c(OC)c1 (stereo not given)	111	0.8
CCOc1ccc(NC(=O)Cn2c(=O)oc3cc(S(=O)(=O)N4CCCCCC4)ccc32)cc1	106	0.4
CSc1cccc(NC(=O)CC#N)c1	99	-0.5
COc1ccc(C2C(C(=O)Nc3ccccc3)=C(C)Nc3nc(-c4ccc(Cl)cc4)nn32)cc1 (stereo not given)	104	-0.2
Cn1c(CCN)nc2ccccc21	101	-0.1
CC(=O)Nc1ccc(Cl)cc1C(=O)O	105	0.2
C=C(C)CC1C(=O)N(S(=O)(=O)c2ccc(Cl)cc2)N=C1C (stereo not given)	102	0.2
COc1nc(N(C)C)nc(N(C#N)CN2C(=O)c3ccccc3S2(=O)=O)n1	104	0.7
CCC(=O)Nc1ccccc1C(=O)N1CCCC1	103	1.1
COc1cc(Cl)c(C)cc1Nc1ncnc2c1nc1n2CCCC1	110	0.8
CCc1ccc(CNC(=O)c2ccc3c(c2)nc2n3CCOC2)cc1	105	-0.8
CCCN(CCC)C(=O)Cn1c(=O)oc2cc(S(=O)(=O)N3CC(C)CC(C)C3)ccc21 (stereo not given)	100	-1.1
C/C=C/c1ccc(OC)c(OC(C)=O)c1	99	0
Cc1ccc(N(CC(=O)NCCc2ccc(Cl)cc2)S(=O)(=O)c2c(C)noc2C)cc1	110	0.8
N#Cc1ccccc1CSC1=NCCS1	102	0.1
CCOc1ccc(NC(=O)Cn2nnc(C(=O)OC)c2C(=O)OC)cc1	111	-0.4
c1cncc(-c2nc3ccccn3c2Nc2ccc3c(c2)OCCO3)c1	100	0
COCCNC(=S)Nc1nc(OC)cc(OC)n1	101	0.5
CCOc1ccc(C(N)=O)cc1OC	99	-0.3
N#CC1=C(N)C(C#N)(C#N)C(c2ccc(OC(F)F)cc2)C=C1C1CC1 (stereo not given)	99	-0.1
Cc1ccc(-n2ncc3c(N4CCC(C(N)=O)CC4)ncnc32)cc1	109	0.3
N#CCSc1nc2scc(-c3cccs3)c2c(=O)n1CCc1ccccc1	104	0.2
COc1ccc(/C(O)=C/c2nc3ccc(C(=O)N4CCOCC4)cc3[nH]c2=O)cc1OC	131	12
Cc1nc2ccn(Cc3ccccc3)c(=O)c2cc1C(=O)N1CCN(c2ccccc2F)CC1	107	0.3
COc1cc(OC)c(CNc2ccc3cn[nH]c3c2)cc1Br	97	-1.4
COC(CN(C(C)=O)C1CCCc2c1[nH]c1ccc(C)cc21)OC (stereo not given)	105	0.6
NC(=O)C1CCCN1c1nc(-c2cccs2)nc2ccccc12 (stereo not given)	103	0
CCOCCCn1c(=N)c(C(=O)NCC2CCCO2)cc2c(=O)n3cc(C)ccc3nc21 (stereo not given)	113	0.4
Cc1cccc(-c2noc(CNC(=O)c3ccc(C)cc3C)n2)c1	112	0.8
COc1cccc(OC)c1C(=O)Nc1cccc(-c2nc3cc(C)cc(C)c3o2)c1	105	0.4
CCOC(=O)C1CCCN(S(=O)(=O)c2cc(-c3cc(C)no3)ccc2OC)C1 (stereo not given)	105	0.4
COc1cc(CN(C(=O)c2ccccc2Br)c2ccccn2)cc(OC)c1OC	113	0.5
CCCNC(=O)Cn1cc2c(n1)CCCCC2	101	-1.1
CCN(CC)c1ccc(C2C(C(=O)Nc3ccccc3C)=C(C)Nc3ncnn32)cc1 (stereo not given)	110	0.9
CN(c1nc2ccccc2[nH]c1=O)C1CCCCC1	103	0.2
COc1ccc(CCNC(=O)CCCn2c(=O)c3ccccc3n(CC(=O)Nc3ccc(C)cc3Cl)c2=O)cc1OC	106	0.1
CC(NC(=O)COc1ccc(C#N)cc1)C12CC3CC(CC(C3)C1)C2 (stereo not given)	101	-0.2
CCOC(=O)c1[nH]c2ccccc2c1NC(=S)Nc1cccc(C)c1C	102	0.3
Cc1ccc(NC(=O)Cn2ncn3c(cc4ccccc43)c2=O)cc1F	113	1.2
CC(NC(N)=S)c1ccccc1 (stereo not given)	108	0.6
CCc1ccc(NS(=O)(=O)c2ccc3[nH]cc(C(=O)NC)c(=O)c3c2)cc1	102	0.3
COc1ccc(N=C2SCCCN2C(=O)C2CCCC2)cc1OC	102	0.1
CCN(C(=O)Cc1noc2ccccc12)c1cc(OC)ccc1OC	103	-0.1
CC(=O)N1CCc2cc(S(=O)(=O)NC(Cc3ccccc3)C(=O)Nc3cc(C)cc(C)c3)ccc21 (stereo not given)	105	0.2
COc1ccc(/C=C/C(=O)N2CCC(c3nc4ccccc4o3)CC2)cc1	106	0.3
Nc1nc2nc3ccccc3n2c(=O)[nH]1	102	-0.2
Fc1ccc(NCc2cn(-c3ccccc3)nc2-c2cccs2)c(F)c1	101	-1.2
CCCOc1ccc(C2(C(=O)O)CCCC2)cc1	102	0.1
COC(=O)c1c(-c2c(Cl)cccc2Cl)noc1NC(=O)NCc1ccccc1	102	-0.3
Cc1ccc(NCn2nnc3ccccc32)cc1	103	0.5
